DUSP3 inh: blocks human VHR1 dual specificity phosphatase | P51452 | recombinant VHR phosphatase, pNPP absorbance | inhibition, % at 13.3 µM | 290,000 tested, 0.52% active; in the data active = inhibition above about 50%; note: some compounds called inactive have numbers as strong as hits
BH1578 lux ind: quorum light induction in luxS cqsA deficient V. cholerae; V. cholerae BH1578 lux reporter, luminescence, 6 h; activation, % at 18.7 µM; 350,000 tested, 0.16% active; AID 588436; in the data active = activation mostly above about 9.7%, no sharp cut-off; note: not every result past the cut was called active; inactives centre near 0; reference of the scale not given here
Rv3671c protease: inhibits the M. tuberculosis serine protease Rv3671c | P9WHR9 | inhibition, % at 5.96 µM | AID 2606 | 320,000 tested, 0.048% active; in the data active = inhibition above about 38%;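 note: extracellular domain of Rv3671c used as enzyme; 0% = enzyme with DMSO and 100% = no enzyme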
Target sequence (P9WHR9 whole entry, looked up, the tested form may be a part): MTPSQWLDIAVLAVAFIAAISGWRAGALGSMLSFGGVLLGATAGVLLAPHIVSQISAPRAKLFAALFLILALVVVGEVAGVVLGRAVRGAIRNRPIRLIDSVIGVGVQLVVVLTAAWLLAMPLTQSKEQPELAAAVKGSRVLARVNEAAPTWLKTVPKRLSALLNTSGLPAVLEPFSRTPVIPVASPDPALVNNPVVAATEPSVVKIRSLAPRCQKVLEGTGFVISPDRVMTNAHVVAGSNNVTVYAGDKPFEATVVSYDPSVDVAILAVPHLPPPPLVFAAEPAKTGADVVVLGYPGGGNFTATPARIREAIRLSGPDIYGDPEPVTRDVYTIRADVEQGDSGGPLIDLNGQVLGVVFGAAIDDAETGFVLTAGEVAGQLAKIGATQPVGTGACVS
MazEF act: MazEF (E. coli) toxin RNase activation. P0AE70. FAM/BHQ RNA-DNA oligo cleavage fluorescence, 5 h. activation, % at 20 µM. 350,000 tested, 0.32% active. AID 504720; in the data active = activation above about 50%
Target sequence (P0AE70 whole entry, looked up): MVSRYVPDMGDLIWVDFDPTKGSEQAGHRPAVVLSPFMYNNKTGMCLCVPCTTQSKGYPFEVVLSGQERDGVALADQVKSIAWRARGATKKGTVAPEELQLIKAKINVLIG
UGM FP inh: inhibitors of M. tuberculosis UDP-galactopyranose mutase; P9WIQ1; purified UGM, fluorescence polarization probe displacement; inhibition, % at 10 µM; 320,000 tested, 0.06% active; in the data active = inhibition above about 10%, passing the limit was not always enough
Target sequence (P9WIQ1 whole entry, looked up): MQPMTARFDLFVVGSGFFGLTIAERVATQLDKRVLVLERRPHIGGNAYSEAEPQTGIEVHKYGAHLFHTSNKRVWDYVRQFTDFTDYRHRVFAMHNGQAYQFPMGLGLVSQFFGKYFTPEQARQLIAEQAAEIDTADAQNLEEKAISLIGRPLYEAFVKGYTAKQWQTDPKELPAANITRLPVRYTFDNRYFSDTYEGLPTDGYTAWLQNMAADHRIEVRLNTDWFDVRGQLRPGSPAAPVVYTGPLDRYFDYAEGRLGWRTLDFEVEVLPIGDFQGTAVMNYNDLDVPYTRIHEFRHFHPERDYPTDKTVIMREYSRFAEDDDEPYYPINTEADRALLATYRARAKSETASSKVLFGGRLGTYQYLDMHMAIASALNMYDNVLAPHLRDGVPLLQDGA
SARS 3CLpro inh: SARS-CoV 3CLpro protease inhibition; recombinant SARS-CoV 3CLpro, quenched FRET peptide cleavage; 290,000 tested, 0.14% active; inhibition, % at 6 µM; P0C6X7; in the data active = inhibition above about 12%
GDH-TPI inh: counter-screen for M. tuberculosis FBA inhibitors: GDH-TPI coupled enzymes. GDH-TPI coupled enzyme counterscreen, NADH absorbance. inhibition, % at 4.8 µM. 360,000 tested, 1.2% active; in the data active = inhibition above about 30%;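 note: 0% = DMSO wells and 100% = wells lacking the enzyme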
BioA inh: inhibitors of Mycobacterium tuberculosis BioA enzyme; purified M. tuberculosis BioA enzyme, plate reader; inhibition, % at 9.99 µM; 360,000 tested, 0.096% active; AID 602481; in the data active = inhibition above about 40%
SSB-PriA inh: blocks PriA binding to SSB C-terminal tail | 430,000 tested, 0.6% active | inhibition, % at 33 µM | AlphaScreen SSBct-PriA binding, biotinylated peptide; in the data active = inhibition mostly above about 37%, no sharp cut-off; inactive = mostly below about 20%;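 note: plate controls were negative control peptide for no effect and reference peptide for full effect; strong numbers were not always called active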
FBA Mtb inh: inhibitors of M. tuberculosis fructose-bisphosphate aldolase. P9WQA3. AID 588726. 360,000 tested, 2.3% active. inhibition, % at 1 µM. purified M. tuberculosis FBA, fluorescence read-out; in the data active = inhibition above about 27%;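 note: 0% = vehicle and 100% = reference inhibitor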
* hit, by the source's call; i = inactive; nt = not tested or not shown.

SMILES	DUSP3 inh	BH1578 lux ind	Rv3671c protease	MazEF act	UGM FP inh	SARS 3CLpro inh	GDH-TPI inh	BioA inh	SSB-PriA inh	FBA Mtb inh
Cc1ccc(S(=O)(=O)NCCc2ccncc2)cc1	-6	-0.5	4	1	-0.4	1	4	0.0	7	2
Cc1ccc(C)c(-c2nnc(NC(=O)COc3ccccc3)o2)c1	nt	i	-7	7	-0.7	nt	1	-0.4	-8	0
CCOC(=O)N1CCN(c2nc3ccc(C(=O)c4ccccc4)cc3n3cnnc23)CC1	39	i	-2	-5	-0.7	-2	28	-3.6	3	-2
Cc1ccc(NC(=O)C(=O)NC2CCCCC2)cc1	33	-0.4	-4	-1	2.7	0	-2	0.2	-8	0
O=C(c1ccccc1)N1CCN(C(=O)c2cc3ccccc3o2)CC1	31	-0.7	2	4	0.8	-5	-10	nt	-37	0
Cc1ccc(S(=O)(=O)N2CCC(C(=O)NCCC3=CCCCC3)CC2)c(C)c1	nt	-5.0	-4	-3	1.2	nt	3	-0.6	11	3
CCOC(=O)NC1(NCC(C)C)Oc2ccccc2O1	-2	i	-2	3	1.9	-2	-4	0.7	-18	-1
O=C(c1nc[nH]c1C(=O)N1CCc2ccccc2C1)N1CCc2ccccc2C1	nt	-2.2	3	-2	-0.9	nt	2	3.2	-3	4
O=C(OCc1cc2ccccc2[nH]c1=O)c1cccc([N+](=O)[O-])c1	-4	-0.4	-2	0	-2.3	1	20	nt	-10	0
COC(=O)c1sc(=S)n(Cc2ccccc2)c1C	-18	-0.9	-7	-2	2.3	-5	46*	7.2	-10	5
CCOC(=O)c1ccccc1OC(=O)Oc1ccccc1C(=O)OCC	nt	i	nt	3	nt	nt	5	-1.6	-13	-5
Cc1cccc(N/N=C/c2ccc(O)c(O)c2O)c1	-11	2.9	-2	2	0.1	7	8	nt	nt	4
O=C(Cc1ccc([N+](=O)[O-])cc1)N1CCN(c2ccc([N+](=O)[O-])cc2)CC1	23	-0.3	2	5	-0.9	-5	2	-0.7	-10	-6
COc1ccccc1CCC(=O)OCC(=O)Nc1ccc2[nH]c(=O)[nH]c2c1	nt	-0.9	3	-1	-0.6	nt	2	0.4	-9	4
CN(CC(=O)Nc1ccc(Cl)c(Cl)c1)C(=O)c1cccc2cccnc12	nt	-0.4	-2	-6	-0.3	nt	11	2.3	2	3
CCOC(=O)C1(CCc2ccccc2)CCN(C(=O)CCc2cnn(C)c2)CC1	-1	-0.6	-8	2	1.1	0	-3	nt	-15	0
Cc1ccc2[nH]c3c(=O)n(Cc4ccncc4)cnc3c2c1	4	5.3	2	-4	0.3	1	-2	-0.8	-22	29*
COc1ccc([N+](=O)[O-])cc1NC(=O)CCN1CCOCC1	nt	i	-6	8	2.6	-14	7	20	-10	-1
CN(C(=O)c1cccc(NC(=O)Cc2ccc(NC(=O)C3CCN(C(=O)C4CCC4)CC3)cc2)c1)C1CCCCC1	nt	i	nt	3	nt	nt	3	-0.5	-7	-1
COc1ccc(C(=O)NC(=S)N2CCCCC2)cc1	6	-1.2	-3	-21	0.7	-2	15	-0.2	-4	2
CCc1cc(OCCOCCN(C)C)ccc1Cl	-2	-0.4	6	-2	-4.5	0	-4	nt	-3	3
Cc1cc(C)nc(SCc2nnc(SCC(=O)OC3CCCCC3)o2)n1	15	-0.3	2	-2	0.6	-3	5	nt	-16	-3
O=C(O)C1CCCC[C@H]1C(=O)Nc1ncc([N+](=O)[O-])s1 (some centres not stated)	nt	i	-1	-3	1.5	nt	31*	-1.0	-2	-1
Cc1oc(-c2ccccc2F)nc1CS(=O)CC(=O)NC1CCCCC1 (configuration not stated)	6	-0.1	4	-5	0.2	-2	0	-0.2	-2	-1
COc1ccc(/C=N/NC(=O)c2ccccc2)cc1CN1CCN(c2ccc(F)cc2)CC1	-1	i	-1	2	-3.9	6	1	-0.9	nt	1
Cc1noc(C)c1COC(=O)c1cc(S(=O)(=O)N2CCOCC2)ccc1Cl	nt	i	-2	2	-0.9	nt	14	-1.0	-3	2
CCc1ccc2[nH]c(=O)c(CN(Cc3nnnn3C3CCCC3)C3CCCCC3)cc2c1	10	i	1	-4	0.6	3	7	-1.8	7	5
NS(=O)(=O)c1ccc(CCN=Cc2ccccc2O)cc1	-2	i	4	-4	1.2	-5	-2	-1.7	1	-2
CCN(CC)c1ccc(/C=N/NS(=O)(=O)c2cccc([N+](=O)[O-])c2)cc1	-23	4.9	3	5	1.6	-1	28	-1.2	nt	-3
N#CC1C(=O)NC(=O)CC12CCCCC2 (configuration not stated)	nt	i	nt	8	nt	nt	-3	-0.2	0	-3
Cc1ccc(S(=O)(=O)NC(=O)C2(C)CCN2C(=O)c2ccc(C(F)(F)F)nc2C)cc1 (configuration not stated)	nt	0.3	nt	nt	nt	nt	3	-1.6	nt	-3
Cc1cnc(C(=O)N2CCCC(C(=O)c3ccc(C(F)(F)F)cc3)C2)cn1 (configuration not stated)	30	0.7	-5	-3	-0.3	2	2	nt	2	5
CCn1c(SCC(=O)OCc2ccccc2)nnc1-c1ccco1	-22	i	-3	-5	0.1	0	-3	1.9	-12	3
C[C@]12C[C@@H](O)[C@H](O)CC1=CCC1C2CC[C@@]2(C)C1CC[C@@H]2O (some centres not stated)	nt	i	4	-3	-1.1	nt	12	-0.6	-13	2
O=P(O)(O)/C=C(\Cl)c1ccccc1	3	i	0	-3	2.6	-1	2	1.7	-9	0
O=C(Cc1ccc([N+](=O)[O-])cc1)N1CCCc2ccccc21	21	i	-7	11	-2.7	4	6	nt	-10	1
O=C(Nc1ccc(S(=O)(=O)NCc2cccnc2)cc1)c1ccco1	13	-1.8	-3	-4	1.7	0	4	25	2	-7
N/C(=N\OC(=O)C12CC3CC(CC(C3)C1)C2)c1ccccn1	2	3.2	-6	-2	0.9	3	-1	-1.4	nt	6
COc1ccc(/C=C(/NC(=O)c2ccccc2)C(=O)N2CCC(C)CC2)cc1	-4	-0.5	-14	7	0.2	-1	-3	-0.5	-1	1
Cc1ccc([C@H]2C[C@@H](n3cc(-c4ccc(F)cc4)nn3)[C@H](O)CN2C(=O)C2CCCCC2)cc1	nt	-0.4	nt	2	nt	nt	6	-1.4	nt	-2
Cc1cccc(NC(=O)CSc2nc3[nH]ncc3c(=O)[nH]2)c1C	-1	i	-5	2	0.9	-3	0	nt	-6	10
COc1ccc(C(C(=O)NCc2ccccc2)N(Cc2cccnc2)C(=O)c2snc(C(N)=O)c2N)cc1OC (configuration not stated)	-23	-3.6	2	11	-2.1	-1	5	0.2	-17	4
CC(=O)NC(c1ccccc1)c1nc(-c2cccnc2)cs1 (configuration not stated)	nt	i	nt	nt	nt	nt	0	5.0	nt	-1
Cc1ccc(S(=O)(=O)N2CCCC2)cc1C(=O)NCCOc1ccccc1	nt	0.6	-5	0	1.2	nt	1	-0.2	2	0
CCCN(CC(=O)Nc1ccccc1C)C(=O)c1oc2ccc(OCC)cc2c1C	nt	i	-9	-2	4.0	nt	14	0.1	-11	1
Cc1cc(CNC(=O)Cn2nc(C)c([N+](=O)[O-])c2C)c2ccccc2n1	16	-1.4	-2	-21	2.6	-2	4	nt	-6	0
COc1ccccc1N1CCN(C(=O)NCc2ccc(Cl)cc2)CC1	-22	-10	-7	5	2.6	1	3	0.2	-4	-1
O=[N+]([O-])c1ccc(N2CCNCC2)cc1Sc1nc2ccccc2[nH]1	-3	-0.1	-8	2	1.1	-2	1	nt	-6	-4
O=C(c1cccn2c(=O)c3cc(Br)ccc3nc12)N1CCC2(CC1)OCCO2	6	-0.2	-3	-1	-0.5	-1	26	-0.3	-27	18
CCn1cc(S(=O)(=O)NCc2ccccc2Br)cn1	4	-6.4	5	-15	-0.5	-3	-2	0.0	-10	3
Nc1cnn(C2OC(CO)C(O)C2O)c(=O)n1 (configuration not stated)	22	i	-1	14	-3.2	2	4	-0.2	-9	3
O=C(NC1CC2CCCC(C1)N2C(=O)N1CCCCC1)C1CCCCC1 (configuration not stated)	12	i	5	-5	0.2	-5	2	-0.2	-22	2
CCC(C)NC(=O)COC(=O)Cc1sc(N)nc1-c1ccc(C)cc1 (configuration not stated)	7	i	2	-5	0.2	-7	7	nt	0	-8
CSCC[C@H](N)C(=O)N1CCC(C(=O)N[C@H](C(=O)NCc2ccccc2F)C(C)C)CC1	21	-0.4	9	11	-1.0	4	-2	-0.6	-5	3
CCOc1ccc(NC(=S)NNC(=S)Nc2cccc(C(F)(F)F)c2)cc1	22	-0.3	5	-10	0.7	9	5	nt	1	0
C/C(=N\NC(=O)CCC(=O)O)c1c(-c2ccccc2)c2cc(Br)ccc2[nH]c1=O	29	-0.1	8	5	1.9	4	19	nt	nt	0
CN1CC2=Cc3ccccc3OC23Oc2ccccc2C=C3C1	17	-0.7	9	-7	-7.7	-1	11	-2.7	-11	1
CNC(=O)c1ccc(OCc2ccccc2)c(OC)c1	14	-0.6	-3	3	0.6	6	-2	0.3	5	1
COc1ccc(CCNC(=O)C2CCN(S(=O)(=O)c3ccc(C)cc3)CC2)cc1OC	-5	0.5	nt	-2	-3.4	-9	-1	0.1	4	3
CN(C)/C=C1\C(=O)NN=C1c1ccccc1	14	0.7	2	2	-0.7	-3	-4	nt	-4	4

An excerpt from above in order of count of non-hydrogen atoms, highest first:
SMILES	DUSP3 inh	BH1578 lux ind	Rv3671c protease	MazEF act	UGM FP inh	SARS 3CLpro inh	GDH-TPI inh	BioA inh	SSB-PriA inh	FBA Mtb inh
Cc1ccc(S(=O)(=O)N2CCCC2)cc1C(=O)NCCOc1ccccc1	nt	0.6	-5	0	1.2	nt	1	-0.2	2	0
COc1ccccc1N1CCN(C(=O)NCc2ccc(Cl)cc2)CC1	-22	-10	-7	5	2.6	1	3	0.2	-4	-1
CC(=O)NC(c1ccccc1)c1nc(-c2cccnc2)cs1 (configuration not stated)	nt	i	nt	nt	nt	nt	0	5.0	nt	-1

Next results follow:
SMILES	DUSP3 inh	BH1578 lux ind	Rv3671c protease	MazEF act	UGM FP inh	SARS 3CLpro inh	GDH-TPI inh	BioA inh	SSB-PriA inh	FBA Mtb inh
O=C(/C=C/c1ccc(Br)cc1)NCCCn1ccnc1	-14	i	10	10	2.3	-2	4	0.1	-10	-1
Cc1ccc(S(=O)C(c2ccccc2)c2ccccc2)cc1 (configuration not stated)	nt	i	nt	1	nt	nt	-1	-1.0	-1	0
COc1cccc(N2C(=O)Nc3ccc(Br)cc3C2(O)C(=O)NCCCN(C)C)c1 (configuration not stated)	11	-1.2	5	2	0.1	1	-6	-0.7	-11	-3
CCOC(=O)N1CCN(C(=O)COc2ccc(S(=O)(=O)NCC(C)C)cc2C)CC1	-4	-0.3	-1	3	3.1	-3	-9	0.0	-11	1
CSc1nnc(-c2ccccc2Cl)o1	29	nt	-2	2	-1.4	-2	-4	-1.4	-12	1
O=C(Nc1cccc(Br)c1)c1ccc2nc(N3C(=O)CCC3=O)sc2c1	31	-0.3	-54	-1	0.7	0	-3	5.4	1	4
Cc1ccc(C)c(NC(=O)CN(C)C(=O)[C@@H](NC(N)=O)C(C)C)c1	18	-0.4	1	4	-0.4	2	0	nt	-4	1
Cc1cc(C)cc(C(=O)NC(CC(N)=O)c2ccc(N3CCN(C)CC3)c([N+](=O)[O-])c2)c1 (configuration not stated)	29	i	-6	4	-1.1	3	11	-3.3	-14	3
CCn1c(O)c(/C=N/NC(=O)c2ccccc2)c(=O)[nH]c1=S	5	-0.3	1	-3	-1.3	1	32*	nt	nt	8
CNC(=S)NNC(=O)c1ccccc1Br	1	-0.4	7	-1	-1.9	4	2	4.3	-7	-1

Some entries already given with just UGM FP inh.
Molecule,UGM FP inh
Cc1cc(C)cc(C(=O)NC(CC(N)=O)c2ccc(N3CCN(C)CC3)c([N+](=O)[O-])c2)c1 (configuration not stated),-1.1
Cc1ccc(C)c(NC(=O)CN(C)C(=O)[C@@H](NC(N)=O)C(C)C)c1,-0.4
CCn1c(O)c(/C=N/NC(=O)c2ccccc2)c(=O)[nH]c1=S,-1.3
COc1cccc(N2C(=O)Nc3ccc(Br)cc3C2(O)C(=O)NCCCN(C)C)c1 (configuration not stated),0.1
CSc1nnc(-c2ccccc2Cl)o1,-1.4

The list is partial; the hit share may differ from the screen's.
